# NR5A2 inv ag – LRH-1 (NR5A2) inverse agonists, primary screen, cell-based, luminescence, HEK293T, StAR-luciferase reporter. Nuclear receptor subfamily 5 group A member 2 (Homo sapiens), O00482. LRH-1 transfected, 24 h. inhibition, % at 3.6 µM. actives 0.13% (n = 360,000);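 active = inhibition above the mean inhibition of all tested compounds plus 3 SD, cut at about 73% in these data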;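 note: 0% = DMSO wells and 100% = reporter-only cells lacking LRH-1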
# TWEAK-Fn14 inh – inhibitors of TWEAK-Fn14 signaling, primary screen, luciferase reporter cells, uHTS; actives 2% (n = 360,000); TWEAK-stimulated Fn14 reporter cells, luciferase luminescence, 8 h; inhibition, % at 10 µM; AID 1159606, 2016; in the data active = inhibition above about 50%
# CF NFkB block – inhibitors of PAF-induced NF-kB signaling, primary screen, cell-based, GFP fluorescence, uHTS; KKLEB NF-kB-GFP reporter, GFP fluorescence overnight; AID 588850, 2011; actives 0.86% (n = 360,000); inhibition, % at 5 µM;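 active = at least 50% inhibition at 5 µM, scaled per plate between neutral and stimulator controls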;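 note: PAF is a Pseudomonas aeruginosa culture filtrate used as stimulus; plate controls were PAF-stimulated DMSO wells for no effect and unstimulated DMSO wells for full effect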
# EBV LMP1 NFkB – EBV LMP1-driven NF-kappaB luciferase reporter inhibitors, primary screen, cell-based, luminescence, single point | AID 504558, 2011 | inhibition, % at 12.5 µM | LMP1-induced NF-kappaB luciferase reporter cells | actives 0.69% (n = 350,000); in the data active = inhibition above about 41%;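 note: 0% = neutral control wells and 100% = reference inhibitor control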
# NCOA3 inh – SRC3 coactivator transcriptional activity inhibitors, primary screen, cell-based, luminescence; actives 0.17% (n = 360,000); HEK293 GAL4-SRC3 luciferase reporter; inhibition, % at 3.6 µM; Nuclear receptor coactivator 3 (Homo sapiens), Q9Y6Q9; AID 588352, 2011;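 active = inhibition above a per-campaign cutoff, the mean of all compounds plus 3 SD, cut at about 60% in these data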;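 note: 0% = DMSO-treated cells and 100% = gossypol-treated cells at 36 µM; higher means less SRC3-driven luciferase light from the GAL4 reporter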
# COUP-TFII inh – NR2F2 transcriptional activity inhibitors, primary screen, cell-based, luciferase reporter, HEK293T, luminescence; HEK293T NGFI-A luciferase reporter; inhibition, % at 8.6 µM; AID 686940, 2013; actives 0.7% (n = 370,000); COUP transcription factor 2 (Homo sapiens), P24468;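 active = inhibition above a per-plate cutoff, mean inhibition of test wells between control levels plus 3 SD, cut at about 38% in these data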;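 note: cells cotransfected with COUP-TFII expression vector driving the NGFI-A reporter; 0% = median of COUP-TF2 test wells and 100% = reporter-only cells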
# TRAIL sens C8 – viability loss with TRAIL in NB7+C8 cells, primary screen, TRAIL sensitizer project, cell-based, ATPlite luminescence; inhibition (viability loss, TRAIL sensitization), % at 10 µM; actives 1% (n = 360,000); AID 624354, 2012;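 active = compounds causing at least 50% loss of cell viability in the single-dose screen, relative to plate controls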
# KKLEB tox – cytotoxicity in KKLEB CF airway cells, primary screen, cytotoxicity control for CF NF-kB inhibitor project, cell-based, uHTS, fluorescence assay plates. KKLEB CF airway cells viability, ATPlite luminescence, overnight; stronger effect = lower value; cells stimulated with P. aeruginosa culture filtrate. activity change (cytotoxicity), % at 5 µM. actives 0.36% (n = 360,000);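 active = corrected activity change at or below -50% at 5 µM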
# TROY NFkB inh – inhibitors of TROY-driven NF-kB signaling, primary screen, Q293 LMP1-TROYcd cells, NF-kB luciferase, uHTS. AID 1347056, 2019. Q293 LMP1-TROYcd NF-kB luciferase reporter, 4 h. inhibition, % at 10 µM. actives 0.98% (n = 360,000);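 active = compounds whose plate-normalised and pattern-corrected inhibition of the luciferase reporter signal at the single screening dose is 50% or more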
# SRC1 inh – SRC1 coactivator transcriptional activity inhibitors, primary screen, cell-based, luminescence; HEK293 GAL4-SRC1 luciferase reporter; inhibition, % at 3.6 µM; actives 0.12% (n = 360,000);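 active = inhibition above the campaign mean plus 3 SD, with each screening campaign given its own cutoff, cut at about 60% in these data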;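 note: 0% = DMSO treated cells and 100% = gossypol at 36 µM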
# NCOA2 inhibitor – inhibition of GAL4-SRC2 driven luciferase reporter, primary screen, SRC2 inhibitor project, cell-based, luminescence; Nuclear receptor coactivator 2 (Homo sapiens), Q15596; HEK293 GAL4-SRC2 luciferase reporter; inhibition, % at 9 µM; actives 0.17% (n = 370,000); AID 651957, 2012;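 active = inhibition above the mean inhibition of all tested compounds plus 3 SD, set per campaign, cut at about 52% in these data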;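 note: 0% = DMSO treated cells and 100% = cells given Gossypol at 36 µM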
# An asterisk follows results filed as active; · = not tested or not shown; & = joins results of further samples.
No.	molecule	NR5A2 inv ag	TWEAK-Fn14 inh	CF NFkB block	EBV LMP1 NFkB	NCOA3 inh	COUP-TFII inh	TRAIL sens C8	KKLEB tox	TROY NFkB inh	SRC1 inh	NCOA2 inhibitor
1	C(#CCN1CCOCC1)COCC#Cc1ccccc1	-15.9	-11.3	7.1	-11.6	2.7	-22.6	-4.1	-20.2	-28.4	-3.7	-19.4
2	CCN(CC)P(=O)(/C=C(\Cl)c1ccccc1)/C=C(\Cl)c1ccccc1	4.8	2.1	7.2	-28.7	12.8	1.1	2.2	7.3	1.3	-3.1	-13.8
3	O=C(NCC1=C(c2ccc3ccccc3c2)C[C@@H]2CC[C@H]1N2Cc1ccco1)c1cccs1	-1.7	-11.2	6.2	1.8	-5.8	-9.7	-8.2	-4.4	-1.4	1.8	7.1
4	c1cncc(CNC2=NCCC2)c1	13.1	0.8	13.7	-13.0	4.8	2.9	-17.1	-11.9	2.2	-1.5	-23.4
5	O=C(C(=O)N1CCOCC1)c1cn(Cc2c(F)cccc2Cl)c2ccccc12	1.0	-12.4	16.8	3.8	10.1	-19.8	23.1	1.5	7.9	-12.1	0.0
6	O=C(Nc1ccccc1)N1CC2CC(C1)c1cccc(=O)n1C2 (stereo unspecified)	0.2	-14.7	-28.8	-9.9	-2.1	-1.9	-3.0	15.4	5.5	0.7	7.6
7	CC(=O)OC1(c2ccccc2)CCN(C2CCCCC2)CC1C (stereo unspecified)	-9.8	-0.3	-39.7	-6.9	-18.8	5.5	1.2	10.3	2.4	-14.1	-24.5
8	N#CCCn1cc(C(=O)Nc2ccc(F)cc2)c(-c2ccc([N+](=O)[O-])cc2)n1	28.2	0.8	-26.1	-4.6	12.3	7.2	0.2	-4.4	4.3	-4.0	2.9
9	C#CCOCOCC#CCN(CC)CC	-2.6	9.9	4.9	-13.2	7.6	12.5	-11.4	-2.7	-9.4	-14.4	-2.6
10	COC[C@H]1OC(=O)c2coc3c2[C@@]1(C)C1=C(C3=O)[C@@H]2CCC(=O)[C@@]2(C)C[C@H]1OC(C)=O	-5.3	-80.4	43.0	-89.3	3.0	0.3	19.7	-45.6	2.4	-30.1	-8.1
11	CC(=NCCCO)c1c(O)n(Cc2ccccc2)c(=O)[nH]c1=O	2.0	-5.5	3.4	3.3	2.5	-1.9	-5.4	-1.6	-5.6	2.0	-29.9
12	CN1[C@H]2CC[C@@H]1C(C(=O)N1CCOCC1)=C(O)C2	3.6	-9.0	-20.2	-0.7	-1.6	1.3	-4.7	16.5	10.1	-5.0	4.5
13	O=C(Nc1ccncc1)c1cccn(Cc2ccccc2)c1=O	38.4	50.0*	7.7	18.9	16.4	65.8*	36.7	-3.1	-5.2	13.9	13.8
14	O=C(CN1CCCCC1)c1cccc(Br)c1	16.9	-0.8	8.2	-3.5	6.4	8.1	-13.5	-2.6	7.1	14.5	-19.2
15	CN(C)c1ccc(C=C2C(=O)NC(=O)NC2=O)cc1[N+](=O)[O-]	12.1	2.3	5.5	-1.6	7.4	-8.0	7.9	7.9	-7.6	9.7	8.0
16	C#CCOc1ccc2c(c1)c(C(C)=O)c(C)n2Cc1ccccc1	-6.7	25.9	3.2	7.4	-13.7	22.2	19.6	-4.7	21.2	2.6	-13.8
17	CCN(CC)CCCN=Cc1c(O)n(-c2ccccc2F)c(=O)[nH]c1=O	-9.7	-4.7	-10.2	-0.5	18.0	-7.0	-9.0	3.9	7.9	5.6	-3.9
18	CCOC(=O)[C@]12Cc3cc(OC)ccc3[C@H]1N(Cc1ccccc1)C(=O)c1cc(F)c(F)cc12	2.3	10.5	21.1	0.5	-5.1	3.9	5.2	-7.9	2.6	1.9	2.5
19	COc1ccc(-n2nnnc2C(c2ccccc2)N2CCC3(CC2)C(=O)NCN3c2ccccc2)cc1 (stereo unspecified)	19.7	24.3	13.4	·	9.8	6.5	8.2	-26.6	14.5	12.7	29.2
20	CN1CCN(c2nc(N(C)C)oc(=O)c2C#N)CC1	10.3	2.1	13.7	-0.7	2.0	-6.0	11.7	-1.2	4.1	5.6	-11.6
21	CC(=O)OCC[N+](C)(C)C	-0.2&-3.8&-7.0	-0.1&-0.8&-10.9	-3.8&-10.9&-6.2	6.2&-7.1&-3.7	-0.6&-4.5&-6.3	-5.3&-8.5&4.4	-0.6&-10.2&-4.2	-5.6&10.2&4.4	-30.1&-14.8&-48.6	-3.8&8.3&-12.0	11.6&-9.9&2.9
22	O=C1CN=C(c2ccccc2)c2cc([N+](=O)[O-])ccc2N1	15.6	-11.5	-10.2	-2.5	3.9	24.0	2.0	0.9	-11.5	1.9	0.5
23	CCCCCn1c(N)c(C(=O)NCCN2CCOCC2)c2nc3ccccc3nc21	10.5	17.1	-10.9	3.1	-5.2	1.9	11.7	-0.6	35.7	-5.2	-18.4
24	Cc1ccc(S(=O)(=O)N(C)c2ccc(C(=O)NCC3(N(C)C)CCCCC3)cc2)cc1	-0.4	9.1	-5.4	0.5	8.0	-9.8	9.1	-9.0	-13.5	6.7	-21.9

# Sorted by count of non-hydrogen atoms (ascending): some entries from above.
No.	molecule	NR5A2 inv ag	TWEAK-Fn14 inh	CF NFkB block	EBV LMP1 NFkB	NCOA3 inh	COUP-TFII inh	TRAIL sens C8	KKLEB tox	TROY NFkB inh	SRC1 inh	NCOA2 inhibitor
4	c1cncc(CNC2=NCCC2)c1	13.1	0.8	13.7	-13.0	4.8	2.9	-17.1	-11.9	2.2	-1.5	-23.4
15	CN(C)c1ccc(C=C2C(=O)NC(=O)NC2=O)cc1[N+](=O)[O-]	12.1	2.3	5.5	-1.6	7.4	-8.0	7.9	7.9	-7.6	9.7	8.0
5	O=C(C(=O)N1CCOCC1)c1cn(Cc2c(F)cccc2Cl)c2ccccc12	1.0	-12.4	16.8	3.8	10.1	-19.8	23.1	1.5	7.9	-12.1	0.0

# Following part
No.	molecule	NR5A2 inv ag	TWEAK-Fn14 inh	CF NFkB block	EBV LMP1 NFkB	NCOA3 inh	COUP-TFII inh	TRAIL sens C8	KKLEB tox	TROY NFkB inh	SRC1 inh	NCOA2 inhibitor
25	CCOC(=O)[C@]12Cc3cc4ccccc4cc3[C@H]1N(Cc1ccccc1)C(=O)c1cc(OC)ccc12	34.3	56.3*	·	·	·	4.3	64.2*	·	40.9	·	-9.4
26	CS(=O)(=O)N1Cc2cnnn2-c2ccccc2C1C#N (stereo unspecified)	-22.8	-1.7	-12.1	-5.5	-4.5	8.7	-10.7	4.1	1.6	0.6	4.6
27	CC1=CC(=O)C2=C(C)C[C@H](O)[C@@H]3[C@H](OC(=O)[C@H]3C)[C@@H]12	-9.1	6.1	5.6	3.5	-6.9	2.7	5.3	-7.8	9.2	4.1	-6.0
28	CCOC(=O)C1=C(N)OC2=C(C(=O)CCC2)[C@]12C(=O)N(CC(N)=O)c1ccccc12	-1.5	1.1	2.0	-0.1	10.9	-8.2	-25.2	14.2	-10.4	-2.4	0.9
29	CCNC(=O)N1Cc2ccccc2-n2nncc2C1	2.5	-14.9	-5.5	0.1	1.4	-0.1	-4.1	3.8	-17.9	5.8	-24.1
30	Fc1ccccc1CNC1CN2CCC1CC2 (stereo unspecified)	6.0	-11.0	6.7	-6.3	5.3	-8.8	5.6	-10.5	9.9	9.7	12.0
31	O=C(Nc1ccc(Cl)cc1)OC1CN2CCC1CC2 (stereo unspecified)	-44.5	-14.0	9.5	-18.0	-43.6	-18.1	-7.9	-10.6	-42.1	-83.8	-41.0
32	C=CCn1c(O)c(C(C)=Nc2ccc(NC(C)=O)cc2)c(=O)[nH]c1=O	-4.4	23.2	-7.1	6.4	11.1	-9.6	-1.3	0.4	4.7	6.9	-3.0
33	COC(=O)C(O)(c1ccc(NC(=S)NC(=O)c2ccc(Cl)cc2Cl)c(C)c1)C(F)(F)F (stereo unspecified)	20.1	55.6*	10.0	9.7	24.5	22.8	19.2	-3.6	63.7*	12.8	19.7
34	C=Cc1ccc(Cn2c(C(=O)O)c(C=O)c3ccccc32)cc1	7.6	7.9	-5.4	-2.7	4.0	10.4	-5.5	-1.4	16.8	3.9	-14.5
35	CCc1ccccc1N1C(=O)CC(=O)NC1=O	-2.1	-2.2	-4.6	1.0	-1.3	5.8	1.8	2.7	-23.6	-1.5	3.1
36	COC(=O)C1=C(c2ccc(OC)c(OC)c2)C[C@@H]2CC[C@H]1N2C(=O)NCCNC(C)=O	8.3	-0.1	19.0	-4.1	-12.1	-12.7	-17.2	-17.2	-18.8	3.1	-21.6
37	CC1CC2(O)c3no[n+]([O-])c3CCC2N1O (stereo unspecified)	1.6	21.9	8.6	2.7	-0.6	12.2	0.2	0.5	4.3	-0.2	9.8
38	CCCC1(CCO)C(=O)NC(=S)NC1=O	-22.9	-18.1	-8.1	7.6	5.3	10.2	-16.8	2.7	1.0	-42.1	-6.9
39	NC(=O)Cn1cc(C(=O)c2ccccc2)c2ccccc21	6.8	-2.8	6.5	-3.2	9.0	-3.0	-4.9	-2.5	-3.8	-37.6	-0.2
40	CC(=NCCN1CCCCC1)c1c(O)n(-c2ccc(Cl)cc2)c(=O)[nH]c1=O	-18.8	-2.3	-3.8	-3.3	16.2	-8.0	3.6	-5.9	5.4	1.3	-0.4

# Filtered by structure, the entries above with sulfur (five)
No.	molecule	NR5A2 inv ag	TWEAK-Fn14 inh	CF NFkB block	EBV LMP1 NFkB	NCOA3 inh	COUP-TFII inh	TRAIL sens C8	KKLEB tox	TROY NFkB inh	SRC1 inh	NCOA2 inhibitor
3	O=C(NCC1=C(c2ccc3ccccc3c2)C[C@@H]2CC[C@H]1N2Cc1ccco1)c1cccs1	-1.7	-11.2	6.2	1.8	-5.8	-9.7	-8.2	-4.4	-1.4	1.8	7.1
24	Cc1ccc(S(=O)(=O)N(C)c2ccc(C(=O)NCC3(N(C)C)CCCCC3)cc2)cc1	-0.4	9.1	-5.4	0.5	8.0	-9.8	9.1	-9.0	-13.5	6.7	-21.9
26	CS(=O)(=O)N1Cc2cnnn2-c2ccccc2C1C#N (stereo unspecified)	-22.8	-1.7	-12.1	-5.5	-4.5	8.7	-10.7	4.1	1.6	0.6	4.6
33	COC(=O)C(O)(c1ccc(NC(=S)NC(=O)c2ccc(Cl)cc2Cl)c(C)c1)C(F)(F)F (stereo unspecified)	20.1	55.6*	10.0	9.7	24.5	22.8	19.2	-3.6	63.7*	12.8	19.7
38	CCCC1(CCO)C(=O)NC(=S)NC1=O	-22.9	-18.1	-8.1	7.6	5.3	10.2	-16.8	2.7	1.0	-42.1	-6.9

# Bioassay records: PubChem BioAssay, several laboratories

# Some of the compounds tested; rates above refer to the full screens.
